TEAD-YAP block: TEAD-YAP interaction inhibition, primary screen, TEAD-YAP interaction inhibitor project, luminescence, HEK-TIYL cells; TEAD-Gal4/YAP UAS-luciferase luminescence; inhibition, % at 9.12 µM; 1.4% of 640,000 active; in the data active = inhibition above about 32%;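 note: 0% = median of test compound wells and 100% = reference inhibitor wells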
FBW7 activator: FBW7 E3 ligase activators, primary screen, biochemical, AlphaScreen, human; AlphaScreen FBW7–phospho-cyclin E peptide binding, activator screen; F-box/WD repeat-containing protein 7 (Homo sapiens), Q969H0; 0.13% of 650,000 active; normalized activity (activation), % at 26.1 µM; in the data active = normalized activity above about 1.9%;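 note: purified mutant Fbw7 with reduced substrate affinity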
Target sequence (Q969H0 whole entry, looked up): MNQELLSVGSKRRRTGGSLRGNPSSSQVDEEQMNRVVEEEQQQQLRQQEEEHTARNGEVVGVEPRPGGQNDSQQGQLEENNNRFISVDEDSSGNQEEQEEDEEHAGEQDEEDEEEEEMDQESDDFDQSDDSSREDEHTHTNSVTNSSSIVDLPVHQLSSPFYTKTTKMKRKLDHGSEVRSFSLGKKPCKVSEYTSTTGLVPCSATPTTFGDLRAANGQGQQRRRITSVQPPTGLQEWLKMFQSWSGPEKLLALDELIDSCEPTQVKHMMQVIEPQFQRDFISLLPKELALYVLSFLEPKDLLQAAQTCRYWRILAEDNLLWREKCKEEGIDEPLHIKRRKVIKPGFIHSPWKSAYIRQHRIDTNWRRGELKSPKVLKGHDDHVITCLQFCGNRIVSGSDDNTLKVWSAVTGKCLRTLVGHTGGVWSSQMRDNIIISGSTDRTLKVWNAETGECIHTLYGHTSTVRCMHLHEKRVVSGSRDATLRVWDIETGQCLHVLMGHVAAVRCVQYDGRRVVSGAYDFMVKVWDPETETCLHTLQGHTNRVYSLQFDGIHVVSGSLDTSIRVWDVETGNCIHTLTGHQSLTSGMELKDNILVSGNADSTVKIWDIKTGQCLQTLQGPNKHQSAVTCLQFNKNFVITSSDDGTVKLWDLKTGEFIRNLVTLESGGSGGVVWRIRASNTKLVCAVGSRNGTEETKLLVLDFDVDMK
GPR151 ag: activators of human GPR151, primary screen, cell-based, PathHunter beta-arrestin, luminescence. PathHunter beta-arrestin GPR151 cells. activation, % at 11.2 µM. G-protein coupled receptor 151 (Homo sapiens), Q8TDV0. AID 1508602, 2020. 1% of 650,000 active; in the data active = activation above about 4.9%;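 note: 0% = median of compound wells and 100% = cells with positive control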
MITF inh: MITF inhibitors, primary screen, biochemical, AlphaScreen, human; AlphaScreen MITF homodimerization, bead proximity signal; 0.91% of 650,000 active; AID 1259374, 2018; inhibition, % at 2.6 µM; Microphthalmia-associated transcription factor (Homo sapiens), O75030; in the data active = inhibition above about 50%;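 note: 0% = vehicle wells with protein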
* marks the source's active call; other numbers are inactive results; x = not tested or not shown.

Each structure is followed by: TEAD-YAP block	FBW7 activator	GPR151 ag	MITF inh
Cc1cc(NC(=O)c2cc(C3CC3)on2)no1
→ -43.7	-0.1	1.3	-8.7
CCOc1ccc(NC(=O)NCCc2cccc(Cl)c2)cc1
→ -2.6	0.0	1.5	2.6
COC1=CCC2([N+](=O)[O-])CN(CCO)CC1([N+](=O)[O-])C2 (configuration not stated)
→ -9.6	0.0	2.0	-3.5
COc1ccc2c(c1)O[C@@H](c1cccc(C(F)(F)F)c1)C(OC(=O)NCc1ccco1)C2=O (some centres not stated)
→ x	0.3	0.6	-27.2
O=C(c1ccco1)N1N=C(c2cccs2)CC1c1cc([N+](=O)[O-])ccc1O (configuration not stated)
→ -4.1	0.1	3.3	10.7
CCOC(=O)C1CCN(c2nc3cc(Br)ccc3s2)CC1
→ -11.2	0.2	-6.2	14.7
O=C(COc1ccc2ccc(=O)oc2c1)N1CCc2ccccc21
→ -20.7	0.1	0.8	0.3
CN1CCCc2cc(CN3CCc4nnc(CCNC(=O)c5ccoc5)n4CC3)ccc21
→ 8.6	0.2	0.5	8.6
COc1ccc(NC2=NCC(=O)N2c2ccccc2)c(OC)c1
→ 4.7	0.1	0.5	2.7
Cc1ccc(NS(=O)(=O)c2ccc(CN3C(=O)c4cccnc4C3=O)s2)cc1C
→ 1.0	-0.4	-1.9	4.3

The closing five entries of the section before open the next one:
Each structure is followed by: TEAD-YAP block	FBW7 activator	GPR151 ag	MITF inh
CCOC(=O)C1CCN(c2nc3cc(Br)ccc3s2)CC1
→ -11.2	0.2	-6.2	14.7
O=C(COc1ccc2ccc(=O)oc2c1)N1CCc2ccccc21
→ -20.7	0.1	0.8	0.3
CN1CCCc2cc(CN3CCc4nnc(CCNC(=O)c5ccoc5)n4CC3)ccc21
→ 8.6	0.2	0.5	8.6
COc1ccc(NC2=NCC(=O)N2c2ccccc2)c(OC)c1
→ 4.7	0.1	0.5	2.7
Cc1ccc(NS(=O)(=O)c2ccc(CN3C(=O)c4cccnc4C3=O)s2)cc1C
→ 1.0	-0.4	-1.9	4.3
Cc1nnc2c(NCc3ccccc3Cl)nc3ccccc3n12
→ 4.0	0.4	0.8	14.5
O=C(Oc1ccc(Br)cc1C(=S)N1CCCCC1)c1cccc([N+](=O)[O-])c1
→ 11.3	0.7	-2.3	5.2
COC(=O)c1ccc(NC(=O)Cn2cc(OCc3ccc(F)cc3)c(=O)cc2C)cc1
→ 0.0	0.0	-1.0	-0.9
O=C1C2C(C(=O)N1/N=C/c1c3ccccc3cc3ccccc13)C1C=CC2C12CC2 (configuration not stated)
→ 7.4	-0.2	-0.8	-8.9
CC(=O)c1ccc(S(=O)(=O)Nc2cccc(S(=O)(=O)NC3=NCCC3)c2)cc1
→ -4.0	0.2	0.6	4.0
CCOc1cccc(-c2cc(C(=O)N3CCN(C(c4ccccc4)c4ccccc4)CC3)c3ccccc3n2)c1
→ -9.7	-0.1	0.5	-7.1
Cc1cc(NC(=O)CSc2nnc(-c3ccc([N+](=O)[O-])cc3)o2)no1
→ 0.3	-1.4	-1.1	28.4
CCN(CC)C(=O)C1CCCN(c2nc(NCc3ccccc3)nc(N(CC)CC)n2)C1 (configuration not stated)
→ 4.2	0.0	1.4	3.3
OCCNc1nc(Nc2ccc(N3CCOCC3)cc2)nc2nc[nH]c12
→ -5.2	0.0	-0.4	3.0
CCN1C(=O)Cc2cc(NC(=O)CCc3ccc(OC)cc3)ccc21
→ 8.2	-0.1	0.8	-0.8
Cc1ccc(C(C)C)c(OCCNCCN2CCOCC2)c1
→ 3.9	-0.2	4.4	47.1
O=C(NC1CCN2CCCc3cccc1c32)c1c(F)cccc1F (configuration not stated)
→ -5.1	-0.2	0.1	6.0
O=C(NC(c1ccc(F)cc1)c1ccccn1)C1CCN(C(=O)Cc2cccs2)CC1 (configuration not stated)
→ -7.0	-0.3	0.9	-6.1
Oc1ccc(/C=N/Nc2nc3ccccc3n3cnnc23)c(O)c1
→ 9.4	-1.2	1.3	34.7
COc1ccc(NC(=O)CSc2nnnn2C)cc1Cl
→ 15.4	0.1	0.8	2.7
CC[C@@H]1NC(=O)[C@H]2CN(C(=O)NCc3ccccc3)CCN2C1=O
→ -5.8	-0.1	-0.5	75.7*
CC(Oc1ccc2c(c1)OCO2)C(=O)NNC(=S)NCC1CCCO1 (configuration not stated)
→ -1.3	-0.1	1.8	-7.7
CCOc1ccc(NC(=O)c2ccc(F)c(S(=O)(=O)NCc3ccccc3Cl)c2)cc1
→ 4.7	0.0	1.3	17.2
O=C(c1c(F)cccc1F)N1CCN(c2ccc([N+](=O)[O-])cc2)CC1
→ -3.0	-0.1	-0.8	3.1
COc1ccc(/C=N/NC(=O)c2ccc(O)cc2O)cc1CSc1ccccn1
→ -9.3	0.0	1.5	23.0
N/C(CCn1nnc2ccccc21)=N\O
→ 2.6	-0.1	1.3	5.4
Cc1ccc(-n2ncc3c(=O)n(CC(=O)N(C(C)C)C(C)C)cnc32)cc1
→ 0.9	0.0	-1.3	4.1
CC(C)(c1ccccc1)c1ccc(O)c(CN2CCOCC2)c1
→ 6.4	0.0	0.5	4.4
Cc1ccc(C(NC(=O)CCc2cc(C(C)(C)C)c(O)c(C(C)(C)C)c2)C(=O)Nc2ccc3c(c2)OCCO3)cc1 (configuration not stated)
→ 12.5	0.9	-0.8	5.9
Cc1ccc2c(c1)C1CN(C)CCC1N2C(=O)c1ccc([N+](=O)[O-])cc1[N+](=O)[O-] (configuration not stated)
→ 1.6	0.0	-1.0	-10.1
COc1ccc(Nc2nnc(Nc3ccc(OC)cc3)s2)cc1
→ -1.1	-0.2	-0.6	12.5
Cn1c(=O)c(-c2nc3ccccc3[nH]2)c(O)c2ccccc21
→ -11.5	-0.1	-0.7	-0.1
C=CCNC(=O)C(=O)NCc1ccc(C(C)C)cc1
→ 4.8	-0.1	0.2	13.9
CC(C)CCn1nnnc1CN1CCN(Cc2ccccc2)CC1
→ 2.3	0.1	-1.1	-2.7
O=C(Cc1ccccc1Cl)NCCS(=O)(=O)N1CCN(c2ccccn2)CC1
→ 11.1	0.2	0.4	9.7
CCCC1CCC(c2nc(-c3cccnc3)no2)CC1 (configuration not stated)
→ 3.8	0.0	0.1	9.2
O=C(NCC1(c2cccs2)CCCC1)c1cnccn1
→ -14.9	0.7	0.3	4.6
O=C(COc1ccc(Cl)cc1Br)N/N=C/c1ccc2c(c1)OCO2
→ -0.6	0.0	-0.4	-1.4
O=C(Cc1ccccc1)Nc1ccc(N2CCCC2=O)cc1
→ -50.3	-0.2	-0.7	7.2
CCC(Sc1nc2n[nH]c(C)c2c(=N)n1-c1ccc(Cl)c(C)c1)C(=O)N1CCOCC1 (configuration not stated)
→ -4.3	0.3	0.4	-0.4
CN(C)S(=O)(=O)c1ccc2c(c1)CCN2C(=O)c1ccc(C(C)(C)C)cc1
→ -9.4	0.3	-1.0	11.3
CCOC(=O)C1=CN(C)C=C(C(=O)OCC)C1c1cccc(OCC)c1
→ 4.8	1.6	0.0	-2.8
COCCc1nnc(NC(=O)c2ccc([N+](=O)[O-])cc2)s1
→ -12.5	0.2	0.0	1.9
CC(C)n1cnc2c(Nc3ccccc3)nc(N3CCCC3CO)nc21 (configuration not stated)
→ -6.9	0.0	-1.9	-11.3
CCn1c(C(=O)O)c(CNC2CCCC(C)C2C)c2ccc(OC)cc21 (configuration not stated)
→ -2.0	0.4	1.3	20.7
COc1cccc(C(C[N+](=O)[O-])n2nc(C)cc2C)c1 (configuration not stated)
→ -8.9	0.2	0.7	0.6
N#Cc1ccccc1NC(=O)Cc1ccc(Br)cc1
→ -5.4	-0.1	0.8	-4.0
Cc1nc2c(C(=O)NC(C)C)cnn2c(C)c1Cc1ccccc1Cl
→ 5.5	0.0	0.3	-11.9
c1cncc(-c2nc3c4ccccc4nc(NCCCN4CCCCCC4)n3n2)c1
→ 69.1*	0.0	-0.1	-8.3
CC(=O)NCc1ccc(C(=O)CSc2nnc(Nc3ccccc3)s2)o1
→ -24.1	0.3	-1.0	7.6
O=C1C2CCCCC2C(=O)N1c1ccc(-c2ccc([N+](=O)[O-])cc2)cc1 (configuration not stated)
→ 6.5	-0.1	-0.5	-8.5
O=C(Nc1ccc(Cl)cc1Cl)/C(=C/c1cccc([N+](=O)[O-])c1)NC(=O)c1cccc(Cl)c1
→ -4.1	-0.1	0.8	-13.5
COc1cc([N+](=O)[O-])ccc1NC(=O)c1ccc(S(=O)(=O)N2CCOCC2)cc1
→ -2.8	0.1	0.1	15.6
COCCCNC1CCOc2ccccc21 (configuration not stated)
→ -2.1	0.1	-0.6	9.5
COC(=O)c1ccc(-n2nnnc2SCC(=O)c2ccc([N+](=O)[O-])cc2)cc1
→ 6.9	-0.2	-0.5	0.6

Given with each value named: 2 of the compounds above
COc1cccc(C(C[N+](=O)[O-])n2nc(C)cc2C)c1 (configuration not stated)
- TEAD-YAP block = -8.9
- FBW7 activator = 0.2
- GPR151 ag = 0.7
- MITF inh = 0.6

N#Cc1ccccc1NC(=O)Cc1ccc(Br)cc1
- TEAD-YAP block = -5.4
- FBW7 activator = -0.1
- GPR151 ag = 0.8
- MITF inh = -4.0

(further entries)
smiles	TEAD-YAP block	FBW7 activator	GPR151 ag	MITF inh
O=C(Nc1c(F)cc(F)cc1Br)c1ccc([N+](=O)[O-])o1	-17.1	0.0	0.2	3.3
O=C(NCCn1ccc2ccccc21)c1cccc([N+](=O)[O-])c1	-9.1	0.6	0.3	23.8
CCOC(=O)c1cc2c(=O)n3ccccc3nc2n(C)c1=NC(=O)c1ccccc1C	-4.2	0.1	1.7	0.0
O=C(COc1ccc(C(=O)Nc2ccc(Cl)cc2)cc1)NCc1ccccc1	-11.5	-0.1	-0.8	4.5
COc1cc2c(cc1OC)C(C(CCC(C)C)C(N)=O)=NC(C)(C)C2 (configuration not stated)	-6.1	-0.1	0.3	-6.2
CC(=O)c1ccc(S(=O)(=O)NC2CCN(C)CC2)cc1	-3.5	0.0	-0.6	7.9
N#CCCN(CCC#N)C(=O)C1CCCCC1	-0.8	0.8	0.3	7.2
Cc1ccc(NS(=O)(=O)c2ccc3c(c2)C(C)(C)C(=O)N3C)c(C)c1	3.3	0.0	1.6	-1.5
COCc1cc(C)nc2sc(C(=O)NC(C)c3ccccc3)c(N)c12 (configuration not stated)	-2.9	0.1	0.0	-14.0
C=C(C)CN1C(=O)NC(CC)(C2CCN(C(=O)c3cccc(C)c3C)CC2)C1=O (configuration not stated)	1.1	0.2	0.7	7.0
Cc1ccc(S(=O)(=O)Nc2ccc(Cl)cc2C(=O)Nc2ccc(Oc3ccc4ccccc4c3Cl)c(Cl)c2)cc1	3.7	-0.2	1.7	8.4
CCCCOC(=O)C(C)OC(=O)c1ccc(Cl)c([N+](=O)[O-])c1 (configuration not stated)	0.1	-0.1	1.9	-2.9
Nc1c(S(=O)(=O)O)ccc2c1C(=O)c1ccc(S(=O)(=O)O)cc1C2=O	9.0	0.1	-0.9	23.9
CCCc1cc(=O)n2[nH]c(C)c(-c3ccc(F)cc3)c2n1	5.5	-0.2	0.3	4.2
COc1cc(-c2n[nH]c(=S)o2)cc(OC)c1OC	3.8	-0.1	-0.7	8.3
CC(=O)N1Cc2[nH]c3ccccc3c2CC1C(=O)O (configuration not stated)	-5.3	-0.2	0.1	-10.8
C/C(=N\Nc1ccc(S(N)(=O)=O)cc1[N+](=O)[O-])c1ccc(C)o1	2.9	-0.4	0.9	5.3
Cc1ccc(N2C(=O)C(Cl)=C(Cl)C2=O)cc1	-13.5	0.8	-1.0	24.3
CCC(Sc1nc2cc3c(cc2c(=O)n1CCCC(=O)NCc1ccc2c(c1)OCO2)OCO3)C(=O)Nc1ccc2c(c1)OCO2 (configuration not stated)	0.1	0.2	-1.0	6.2
COc1cc([N+](=O)[O-])cc(/C=N/NC(=O)C(C)Nc2ccc(C)cc2)c1O (configuration not stated)	2.5	-0.1	0.9	14.4
O=C(CCC(=O)OCC(=O)c1ccc([N+](=O)[O-])cc1)Nc1ccc(Oc2ccccc2)cc1	2.5	-0.4	1.1	13.4
N#Cc1ccc(CCC(=O)c2cccs2)cc1	-2.2	0.0	0.3	2.6
CCOc1cc2c(cc1OCC)C1C(C(=O)NC3CC3)c3ccccc3C(=O)N1CC2 (configuration not stated)	8.5	-0.1	-1.1	14.7
COCCNC(=O)c1ccc2c(=O)n(Cc3ccco3)c(SCC(=O)N3CCCCCC3)nc2c1	22.5	0.0	-0.8	-0.1
CCOC(=O)c1ccc(NC(=O)C2(c3ccc(OC)cc3)CCOCC2)cc1	-2.0	-0.1	4.2	-10.7
S=C(NCc1ccco1)NC1OCCOC1NC(=S)NCc1ccco1 (configuration not stated)	-1.6	0.4	1.5	12.2
CCOc1cc(/C=C2/C(=N)N3N=C(C(C)C)SC3=NC2=O)cc(Cl)c1OCc1ccccc1F	-2.3	0.0	0.2	14.4
COc1cc(OC)c(NC(=O)c2sc3nc(C)nc(N4CCCCC4)c3c2C)cc1Cl	13.5	0.4	0.2	8.3
O=C(CSc1nc2ccccc2n1S(=O)(=O)c1ccc(Cl)cc1)Nc1ccc([N+](=O)[O-])cc1Cl	4.2	0.2	-0.9	-2.4

Compound activity: PubChem, The Scripps Research Institute Molecular Screening Center
